Assay outcomes (PubChem)
HCT116 bCat-KO: beta-catenin-lacking colon tumor cell growth suppression; HCT116 beta-catenin knockout viability, CellTiter-Glo, 60 h; hits give low values; viability, % at 10 µM; 140,000 compounds, 1.5% hits;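 active means viability at or under a set limit, the compound median less 4 SD, cut at about 6% in these data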;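 further: 0% = Hyamine 1622 control at 20 µM and 100% = untreated cell control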
GALR2 antag: GALR2 (human) receptor antagonism | O43603 | GALR2-expressing cells, antagonist mode | inhibition, % at 4 µM | 140,000 compounds, 0.39% hits | AID 828; in the data active means inhibition above about 27%;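 further: cells stimulated with galanin 1-16 at roughly its EC80; 0% = agonist challenge control and 100% = basal control without agonist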
Target sequence (O43603 whole entry, looked up): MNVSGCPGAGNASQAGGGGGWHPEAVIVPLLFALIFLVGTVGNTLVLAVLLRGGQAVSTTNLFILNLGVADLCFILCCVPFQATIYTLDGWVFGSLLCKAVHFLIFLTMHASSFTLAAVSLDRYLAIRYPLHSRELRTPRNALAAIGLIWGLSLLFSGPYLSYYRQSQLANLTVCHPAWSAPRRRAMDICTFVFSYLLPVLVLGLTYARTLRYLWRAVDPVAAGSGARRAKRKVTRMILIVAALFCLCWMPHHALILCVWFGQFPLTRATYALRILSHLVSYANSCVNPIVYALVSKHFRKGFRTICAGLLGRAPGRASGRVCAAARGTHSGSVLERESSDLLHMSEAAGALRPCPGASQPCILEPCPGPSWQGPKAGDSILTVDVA
PTEN del growth: growth suppressors of cells with PTEN tumor suppressor deletion | HCT116 PTEN-null viability, CellTiter-Glo, 60 h; hits give low values | viability, % at 10 µM | 140,000 compounds, 1.2% hits;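 active means viability at or below a set limit, 4 SD under the median of all tested compounds, cut at about 3.7% in these data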;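 further: PTEN knockout HCT116 line with beta catenin targeted HCT116 as companion control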
E-sel TNF inh: blocks E-selectin expression induced by TNF alpha | HUVEC TNFa-induced E-selectin immunofluorescence, high content | inhibition, % at 2 µM | 120,000 compounds, 0.71% hits;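 active means inhibition above the batch mean plus 3 SD, and confirmed as a hit on visual image review, cut at about 43% in these data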;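 further: 0% = TNF-stimulated DMSO wells and 100% = unstimulated control wells; not every result past the cut was called active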
Yeast life ext: extends the lifespan of yeast; S. cerevisiae growth with nicotinamide, OD615; deaD strain in restrictive glucose medium; inhibition of the nicotinamide effect, % at 10 µM; 130,000 compounds, 0.68% hits;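 active means inhibition above a set limit, placed 3 SD over the median of all compounds, cut at about 26% in these data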;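 further: 0% = nicotinamide-treated wells and 100% = cells grown without nicotinamide; some compounds called inactive have numbers as strong as hits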
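Assay system: engineered S. cerevisiae DeaD replicative-lifespan strain, galactose-grown log-phase cells; medium: restrictive CSMM-D dextrose medium; also added: nicotinamide, 1.5 mM, co-present with compound; schedule: 48 h compound exposure at 30 °C, humidified; detection: absorbance at 615 nm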
Measles CPE: protection of cells from measles virus; 140,000 compounds, 1.5% hits; Measles virus-infected cells, CPE protection, absorbance; protection (pct of control), % at 4 µM; AID 841; in the data active means protection mostly above about 24%, no sharp cut-off; inactive means mostly below about 26%; further: some compounds called inactive have numbers as strong as hits
BB579 growth dn: reduces growth of yeast BB579 in restrictive medium | 140,000 compounds, 0.51% hits | S. cerevisiae BB579 growth, OD615, 48 h | inhibition, % at 10 µM;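 active means inhibition above a set limit, 3 SD over the mean compound inhibition, cut at about 44% in these data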; further: inactives centre near -24
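Assay system – yeast BB579 (DeaD) · Dosing – single compound dose of 10 µM, 0.25% DMSO final · Detection – OD615 turbidity measurement · Buffer or medium – CSMM-D restrictive synthetic medium containing dextrose (glucose) · Benchmarks – positive control amphotericin B 10 µg/mL · Incubation – 48 h exposure, 30 °C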
NPY-Y2 antag: NPY-Y2 (human) receptor antagonism; inhibition, % at 2.7 µM; NPY-Y2 expressing cells, antagonist mode; P49146; AID 793; 140,000 compounds, 0.99% hits; in the data active means inhibition above about 17%;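 further: 0% = vehicle with agonist challenge and 100% = reference antagonist with challenge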
Target sequence (P49146 whole entry, looked up): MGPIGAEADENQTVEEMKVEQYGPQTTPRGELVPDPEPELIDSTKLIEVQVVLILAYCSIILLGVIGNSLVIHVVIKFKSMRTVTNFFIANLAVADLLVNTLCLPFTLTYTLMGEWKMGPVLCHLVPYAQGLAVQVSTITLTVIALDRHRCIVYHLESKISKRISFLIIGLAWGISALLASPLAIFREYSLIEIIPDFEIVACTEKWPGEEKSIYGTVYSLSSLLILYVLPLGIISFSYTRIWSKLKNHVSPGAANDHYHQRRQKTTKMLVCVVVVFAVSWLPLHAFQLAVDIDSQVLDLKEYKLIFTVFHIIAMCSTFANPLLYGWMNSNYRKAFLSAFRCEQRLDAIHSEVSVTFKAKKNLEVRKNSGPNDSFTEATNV
Phagocytosis inh: inhibitors of macrophage phagocytosis. 110,000 compounds, 0.07% hits. J774A.1 macrophage IgG-bead phagocytosis, imaging. inhibition, % at 5 µM;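 active means inhibition above the mean of the plate negative controls plus 5 SD, cut at about 13% in these data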;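 further: phagocytic index as fraction of beads internalized from green versus red external bead signal; plate controls were DMSO negative control for no effect and cytochalasin-D positive control for full effect; some results beyond the cut were filed as inactive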
MRP1 act: activates MRP-1. H69AR cells + doxorubicin, viability rescue, CellTiter-Glo. viability increase, % at 10 µM. AID 799. 140,000 compounds, 0.61% hits;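 active means viability gain under doxorubicin at or above a set limit, the compound median plus 3 SD, cut at about 4.7% in these data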;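 further: MRP-1 overexpressing cells given doxorubicin 25 µM after compound pretreatment; 18-22 h compound pretreatment then 72 h with doxorubicin before readout; 0% = doxorubicin-only wells and 100% = vehicle-treated cells without doxorubicin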
Starred values were filed as active, the others as inactive; . = not tested or not shown.

#	smiles	HCT116 bCat-KO	GALR2 antag	PTEN del growth	E-sel TNF inh	Yeast life ext
1	COc1c(C)cc(Br)cc1C(=O)Nc1ccc(C)cc1[N+](=O)[O-]	64	8	67	.	0
2	CCCCN(CCCC)C(=O)CCS(=O)(=O)c1ccc2c(c1)n(C)c(=O)c(=O)n2C	89	9	91	.	-7
3	N#CC1=C(SCC(=O)c2ccc(Cl)cc2)NC2=C(C(=O)CCC2)C1c1ccco1 (configuration not stated)	18	.	16	.	-8
4	Cn1cc(C(=O)NC2CCCCC2)c(=O)c2cc(S(=O)(=O)N3CCCC3)ccc21	87	14	93	-9	-12
5	CCOC(=O)CN(C(=O)CNC(=O)c1ccco1)C(C(=O)NC1CCCCC1)c1cccc(OC)c1 (configuration not stated)	85	.	89	.	.
6	CCCCC(=O)Nc1ccc(C(=O)Nc2ccc3c(c2)OCO3)cc1	94	2	82	-13	-4
7	CC1CC(C)(C)CC2(C1)NC(=O)N(CC(=O)NCC(c1ccco1)N1CCCCC1)C2=O (configuration not stated)	97	-13	103	10	-9
8	CCOC(=O)C(C(=O)OCC)C1CCS(=O)(=O)C1 (configuration not stated)	93	-10	95	13	.
9	Cc1nc(-c2cn[nH]c2)c2cc(C)oc2n1	111	-5	89	.	-11
10	O=C(C1CC1)N1CCN=C1SCc1cccc(C(F)(F)F)c1	100	1	89	.	-3
11	Cn1nc(C(=O)NNC(=O)COc2ccccc2)c2ccccc2c1=O	101	-1	104	-21	0
12	COc1ccccc1NC(=O)C1=C(C)NC(=O)NC1c1ccc(C)cc1 (configuration not stated)	86	-2	91	-19	-7

#	Measles CPE	BB579 growth dn	NPY-Y2 antag	Phagocytosis inh	MRP1 act
1	15	-37	4	-10	-1.7
2	8	-44	1	1	-1.6
3	10	-44	.	-2	-4.1
4	13	-76	1	1	-1.9
5	7	-24	.	-1	-3.9
6	28	-40	3	0	-3.0
7	6	-14	1	1	-3.5
8	13	-9	1	.	-4.1
9	5	11	-2	0	0.3
10	19	-4	-1	-2	0.0
11	23	-25	4	-5	-1.8
12	4	11	-1	-2	-2.3

(next part)
#	smiles	HCT116 bCat-KO	GALR2 antag	PTEN del growth	E-sel TNF inh	Yeast life ext
13	CCCNC(=O)c1c(N)n(-c2ccc(S(N)(=O)=O)cc2)c2nc3ccccc3nc12	91	-6	85	-6	-1
14	Cc1cc2nc(-c3ccc(SCc4ccccc4C#N)nc3)[nH]c2cc1C	71	10	73	-2	-17
15	O=C(O)c1cnn2c(C(F)F)cc(C3CC3)nc12	100	-2	94	-3	-5
16	Cc1ccc(CC2C(=O)N(c3ncccn3)C(=O)C2C)cc1 (configuration not stated)	88	-8	103	18	-2
17	Cc1cc(NC(=O)c2cc(Cl)ccc2Cl)no1	97	-17	108	4	-13
18	Cc1ccccc1OCC(=O)N/N=C/c1ccncc1	98	1	101	.	-6
19	Cc1ccc(-c2nnc(SC(C)C#N)n2N)cc1 (configuration not stated)	74	-8	94	-12	-5
20	CC(C)(C)C1=NN(C(=O)c2ccccc2)C(O)(C(C)(C)C)C1 (configuration not stated)	94	6	92	-62	-2
21	CC(CC1CC(C)(C)OC1=O)C(=O)Nc1nncs1 (configuration not stated)	92	-3	89	1	-8
22	Cc1cc(C)n(-c2nc(C)nc3c2cnn3-c2ccccc2)n1	90	-9	87	2	-15
23	CC1=C(C(=O)Nc2cccc(C)c2C)C(c2cccs2)NC(=S)N1 (configuration not stated)	86	-4	89	.	-6
24	NC(=O)/C(=C\c1ccccc1)NC(=O)/C=C/c1ccccc1	95	-5	90	.	9

#	Measles CPE	BB579 growth dn	NPY-Y2 antag	Phagocytosis inh	MRP1 act
13	6	-10	13	-1	-5.5
14	6	-50	2	0	1.9
15	1	-17	0	-1	-0.1
16	6	-5	-2	0	1.7
17	8	-19	1	.	-0.1
18	19	-46	1	2	-1.9
19	5	-21	6	.	-0.4
20	5	-16	4	2	0.3
21	1	-13	5	0	0.6
22	8	-51	-1	0	-4.1
23	.	-11	2	-6	-1.9
24	1	-50	0	-1	-0.6

The results go on:
#	smiles	HCT116 bCat-KO	GALR2 antag	PTEN del growth	E-sel TNF inh	Yeast life ext
25	COc1ccccc1-n1c(SCC(=O)Nc2nnc(C)s2)nc2c(c1=O)SCC2	86	10	84	-19	.
26	CCN(CC)S(=O)(=O)c1cccc(C(=O)OCC(=O)Nc2ccccc2OC(F)F)c1	100	9	105	12	-13
27	Fc1ccccc1Cn1nnc2c(NCc3ccccn3)ncnc21	91	3	101	-42	-6
28	C=CCSc1cc(C)nc2c(-c3ccc(Cl)cc3)c(C)nn12	89	-9	88	10	-9
29	CN(C)c1ccc(C2SCCN2C(=O)c2ccc([N+](=O)[O-])cc2)cc1 (configuration not stated)	80	7	87	.	-3
30	O=c1[nH]ncn2cccc12	99	-12	101	.	-20
31	NC(=O)C1CCN(C(=O)CSCc2ccccc2Cl)CC1	92	2	99	6	-9
32	COc1cc(OC)cc(C(=O)OCC(=O)Nc2ccc(N3CCCCC3)cc2)c1	99	2	109	-3	-9
33	CC(=O)Nc1ccc(S(=O)(=O)NNC(=O)COc2cccc(C)c2)cc1	87	0	97	-34	-12
34	COc1ccc(C(C#N)Nc2ccccc2)cc1 (configuration not stated)	96	-3	94	2	-6
35	COc1cc2c(OC)cccc2cc1C(=O)O	101	1	94	4	1
36	Cc1ccc(C(=O)Oc2ccc(Cl)c3cccnc23)cc1[N+](=O)[O-]	4.5*	9	10	48	-28

#	Measles CPE	BB579 growth dn	NPY-Y2 antag	Phagocytosis inh	MRP1 act
25	9	-44	7	.	-4.4
26	2	-46	2	1	-0.7
27	4	-21	4	4	1.1
28	33	6	2	0	-0.7
29	3	-15	2	.	-2.1
30	3	-18	-1	.	-0.6
31	5	-3	1	-5	-1.8
32	9	-83	4	-1	0.2
33	1	-22	2	.	-2.3
34	7	-21	2	1	0.2
35	5	-11	6	2	-2.6
36	5	68*	3	.	-5.1

Two entries from above, screen by screen:
30. O=c1[nH]ncn2cccc12
26. CCN(CC)S(=O)(=O)c1cccc(C(=O)OCC(=O)Nc2ccccc2OC(F)F)c1
screen / no. | 30 | 26
HCT116 bCat-KO | 99 | 100
GALR2 antag | -12 | 9
PTEN del growth | 101 | 105
E-sel TNF inh | . | 12
Yeast life ext | -20 | -13
Measles CPE | 3 | 2
BB579 growth dn | -18 | -46
NPY-Y2 antag | -1 | 2
Phagocytosis inh | . | 1
MRP1 act | -0.6 | -0.7

Next results follow.
#	smiles	HCT116 bCat-KO	GALR2 antag	PTEN del growth	E-sel TNF inh	Yeast life ext
37	CCCCNc1ncnc2c1cnn2-c1ccc(C)cc1C	88	19	98	5	-9
38	COC(=O)c1cc(Br)c(=O)n(-c2ccccc2F)c1	100	0	96	-27	-10
39	Brc1ccc(Nc2c3c(nc4ncnn24)CCC3)cc1	40	-8	44	-9	-7
40	O=C(Nc1ccncc1)c1cncc(Br)c1	101	-4	101	-11	-6
41	Fc1ccc(CSc2nc3ncc(Br)cc3[nH]2)cc1	86	12	93	34	-1
42	O=C(CN1C(=O)/C(=C/c2ccccc2F)Oc2ccccc21)N1CCN(c2ccccn2)CC1	97	7	101	.	-4
43	COc1ccc(/C(N)=N/OC(=O)Oc2ccccc2)cc1OC	87	2	96	.	1
44	O=C(COC(=O)CNC(=O)c1ccccc1F)NCCC1=CCCCC1	97	-4	97	.	1
45	NC(=O)C1CCN(c2nc(-c3ccccc3)nc3ccccc23)CC1	80	0	77	-8	-10
46	O=c1c2c(nc(NCCO)n1CC1CCCCC1)-c1ccccc1CC21CCCC1	70	-4	65	12	-3
47	CCOC(=O)c1sc(NC(=O)CN(CC(C)C)CC(C)C)c(C(=O)OCC)c1C	14	-3	23	-5	7
48	O=C(NCc1ccccn1)C1CCCN(Cc2cnn(-c3ccccc3)c2-n2cccc2)C1 (configuration not stated)	96	-5	93	3	4

#	Measles CPE	BB579 growth dn	NPY-Y2 antag	Phagocytosis inh	MRP1 act
37	21	3	6	-1	-4.2
38	4	-29	2	.	-4.1
39	14	-36	4	.	-2.2
40	7	-13	2	0	-1.7
41	12	-46	-1	0	0.3
42	3	-15	0	-9	-2.0
43	8	2	0	4	-2.4
44	9	-26	13	-10	0.9
45	5	-14	6	1	-1.0
46	9	-58	-2	0	-2.2
47	2	-50	0	-1	0.2
48	12	-25	2	.	-3.2

A run of entries from further up, as a working copy:
#	smiles	HCT116 bCat-KO	GALR2 antag	PTEN del growth	E-sel TNF inh	Yeast life ext
18	Cc1ccccc1OCC(=O)N/N=C/c1ccncc1	98	1	101	.	-6
19	Cc1ccc(-c2nnc(SC(C)C#N)n2N)cc1 (configuration not stated)	74	-8	94	-12	-5
20	CC(C)(C)C1=NN(C(=O)c2ccccc2)C(O)(C(C)(C)C)C1 (configuration not stated)	94	6	92	-62	-2
21	CC(CC1CC(C)(C)OC1=O)C(=O)Nc1nncs1 (configuration not stated)	92	-3	89	1	-8

#	Measles CPE	BB579 growth dn	NPY-Y2 antag	Phagocytosis inh	MRP1 act
18	19	-46	1	2	-1.9
19	5	-21	6	.	-0.4
20	5	-16	4	2	0.3
21	1	-13	5	0	0.6

The results go on.
#	smiles	HCT116 bCat-KO	GALR2 antag	PTEN del growth	E-sel TNF inh	Yeast life ext
49	Cc1nc2ccccn2c1C(=O)CSc1ccccc1Cl	86	-2	80	-6	-12
50	O=C(Nc1ccc(O)c(-c2nc3ccccc3o2)c1)C1(c2ccc([N+](=O)[O-])cc2)CCCC1	62	-5	58	-27	8
51	O=C(O)CC1NC(=O)N(c2ccc(Cl)cc2)C1=O (configuration not stated)	98	10	106	.	-4
52	CC/C(=N\NC(=O)c1ccncc1)C12CC3CC(CC(C3)C1)C2	100	7	103	-10	-9
53	O=C(O)C1CCCCC1C(=O)NCCc1ccc(Cl)cc1 (configuration not stated)	95	8	98	-8	0
54	C/C(=N/NC(=O)c1ccc2c(c1)OCO2)c1ccc(NC(=O)C(F)(F)F)cc1	82	8	83	.	-5
55	COc1ccccc1Oc1ccc2c(c1)C(=O)N(c1ccc(C)cc1)C2=O	89	-11	98	-9	-9
56	Cc1ccc(C)c(N2CCN(C(=O)CCCOc3cc(=O)n(C)c4ccccc34)CC2)c1	29	6	26	7	-11
57	COC(=O)Cc1nc2ccccc2[nH]1	99	8	116	.	22
58	CC(C)c1ccc(NC(=O)C2C3C=CC4(CN(CCCN5CCOCC5)C(=O)C24)O3)cc1 (configuration not stated)	110	-18	100	-9	-12
59	O=C(Cn1c(=O)oc2ccccc21)N(Cc1ccccc1)C1CCS(=O)(=O)C1 (configuration not stated)	101	-2	105	21	-17

#	Measles CPE	BB579 growth dn	NPY-Y2 antag	Phagocytosis inh	MRP1 act
49	5	-53	4	.	0.4
50	4	-40	-2	-13	0.4
51	3	-12	1	-1	-1.0
52	7	-38	3	-1	0.4
53	3	-28	1	0	1.5
54	5	-36	2	1	-2.7
55	4	-27	4	3	-1.2
56	6	-27	11	-1	-0.7
57	18	-30	5	0	0.1
58	4	2	2	-1	-1.9
59	7	15	-3	0	-2.2
